Screening data deposited in PubChem BioAssay by several laboratories.
RGS4-Gao reg: modulators of RGS4 binding to Galphao, primary screen, biochemical, multiplexed bead flow cytometry | Guanine nucleotide-binding protein G(o) subunit alpha (Homo sapiens), P09471 | actives lie on both sides | binding response (% of control), % at 10 µM | 0.33% of 220,000 active | AID 1415, 2008; in the data active means binding response below about 49% or above about 150%; inactive means in between;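 further: fluorescent Galphao activated with aluminum fluoride binding bead-coupled RGS4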
Target sequence (P09471 whole entry, looked up): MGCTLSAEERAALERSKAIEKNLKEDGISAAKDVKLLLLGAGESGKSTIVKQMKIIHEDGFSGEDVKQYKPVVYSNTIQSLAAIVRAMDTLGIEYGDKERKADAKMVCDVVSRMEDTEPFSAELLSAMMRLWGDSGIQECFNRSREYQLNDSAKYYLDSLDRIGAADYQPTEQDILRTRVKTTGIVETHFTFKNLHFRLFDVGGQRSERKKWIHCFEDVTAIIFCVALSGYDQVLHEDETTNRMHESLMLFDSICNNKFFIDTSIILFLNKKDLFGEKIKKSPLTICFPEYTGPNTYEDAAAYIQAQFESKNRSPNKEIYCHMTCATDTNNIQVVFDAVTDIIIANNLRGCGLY
Bfl-1 Bim block: inhibitors of Bim binding to Bfl-1, primary screen, biochemical, multiplexed, bead-based flow cytometry; inhibition, % at 10 µM; 0.12% of 190,000 active; Bim-Bfl-1 binding inhibition; Bcl-2-related protein A1 (Homo sapiens), Q16548; AID 1008, 2008;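 further: 0% = wells without compound plus tracer and 100% = blocker peptide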
Bcl-B Bim block: inhibitors of Bim-Bcl-B binding, primary screen, biochemical, multiplexed, human Bcl-2 family. Bcl-2-like protein 10 (Homo sapiens), Q9HD36. bead-based flow cytometry, Bim peptide-Bcl-B binding. inhibition, % at 10 µM. 0.073% of 190,000 active;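 further: 0% = tracer peptide without compound and 100% = reference inhibitor peptide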
Target sequence (Q9HD36 whole entry, looked up): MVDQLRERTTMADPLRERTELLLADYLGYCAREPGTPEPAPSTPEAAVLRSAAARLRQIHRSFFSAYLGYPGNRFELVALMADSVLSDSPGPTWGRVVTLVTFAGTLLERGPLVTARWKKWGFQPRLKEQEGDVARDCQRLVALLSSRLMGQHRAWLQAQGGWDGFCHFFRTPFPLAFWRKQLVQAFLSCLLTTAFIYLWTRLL
Mcl1-Bid inh: Mcl-1/Bid binding inhibitors, primary screen, biochemical, TR-FRET, 1536-well; inhibition, % at 21.7 µM; Induced myeloid leukemia cell differentiation protein Mcl-1 (Homo sapiens), Q07820; AID 1021, 2008; 0.97% of 220,000 active; TR-FRET Mcl-1/Bid-Dy647 peptide binding;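 active means compounds that cut the binding signal by more than half at the single screening dose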;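 further: His-tagged Mcl-1 with europium anti-His antibody binding Bid BH3 peptide; 0% = Mcl-1 plus peptide wells and 100% = peptide-only wells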
RGS8-Gao reg: RGS8-Galphao binding modulators, primary screen, biochemical, multiplexed bead flow cytometry. Guanine nucleotide-binding protein G(o) subunit alpha (Homo sapiens), P09471. actives lie on both sides. response (percent of control binding), % at 10 µM. AID 1423, 2008. 0.34% of 220,000 active; in the data active means response below about 60% or above about 140%; inactive means in between;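 further: Galphao activated as the GDP aluminium fluoride complex binding bead-coupled RGS8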
Bcl-W Bim block: inhibitors of Bim binding to Bcl-W, primary screen, biochemical, multiplexed, bead-based flow cytometry; Bim peptide-Bcl-W binding; inhibition, % at 10 µM; 0.02% of 190,000 active;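 further: 0% = bound tracer without compound and 100% = peptide blocker; higher means less fluorescent Bim peptide bound to Bcl-W beads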
Target sequence (Q92843 whole entry, looked up): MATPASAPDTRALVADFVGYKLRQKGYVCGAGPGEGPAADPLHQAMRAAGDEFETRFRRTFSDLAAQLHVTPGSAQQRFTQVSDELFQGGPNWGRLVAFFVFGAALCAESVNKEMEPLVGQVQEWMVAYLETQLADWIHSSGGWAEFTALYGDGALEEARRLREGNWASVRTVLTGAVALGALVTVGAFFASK
Bcl-2 Bim block: inhibitors of Bim-Bcl-2 binding, primary screen, biochemical, multiplexed, human Bcl-2 family. Bead-based flow cytometry, Bim peptide-Bcl-2 binding. inhibition, % at 10 µM. 0.06% of 190,000 active; in the data active means inhibition above about 40%; inconclusive means no clear call, values can overlap the other calls;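 further: 0% = no compound wells with probe peptide and 100% = reference peptide inhibitor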
Bim-Mcl-1: inhibitors of Bim peptide binding to Mcl-1, primary screen, biochemical, bead-based flow cytometry, multiplex; Induced myeloid leukemia cell differentiation protein Mcl-1 (Homo sapiens), Q07820; Bim peptide-Mcl-1 binding; inhibition, % at 10 µM; 0.1% of 190,000 active; AID 1009, 2008;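 further: 0% = no compound tracer wells and 100% = peptide blocker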
RGS7-Gao: RGS7-Galphao binding modulators, primary screen, biochemical, multiplexed bead flow cytometry. actives lie on both sides. 0.35% of 220,000 active. binding response (% of control), % at 10 µM. AID 1439, 2008; in the data active means binding response below about 49% or above about 150%; inconclusive means no clear call, values can overlap the other calls; inactive means in between;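 further: fluorescent Galphao held in activated GDP-AlF4 state binding bead-coupled RGS7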
Bim-Bcl-XL: inhibitors of Bim-Bcl-XL binding, primary screen, biochemical, multiplexed, bead flow cytometry, human Bcl-XL | Bim peptide-Bcl-XL binding, fluorescence | 0.04% of 190,000 active | Bcl-2-like protein 1 (Homo sapiens), Q07817 | inhibition, % at 10 µM
Target sequence (Q07817 whole entry, looked up): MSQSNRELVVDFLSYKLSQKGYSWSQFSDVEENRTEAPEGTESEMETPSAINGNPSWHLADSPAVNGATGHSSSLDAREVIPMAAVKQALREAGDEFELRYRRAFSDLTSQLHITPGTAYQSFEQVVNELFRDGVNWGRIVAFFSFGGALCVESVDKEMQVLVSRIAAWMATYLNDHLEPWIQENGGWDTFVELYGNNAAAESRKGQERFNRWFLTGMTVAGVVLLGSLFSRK
Mcl1 Noxa PPI: Mcl-1/Noxa binding inhibitors, primary screen, biochemical, TR-FRET, 1536-well | Induced myeloid leukemia cell differentiation protein Mcl-1 (Homo sapiens), Q07820 | inhibition, % at 21.7 µM | TR-FRET Mcl-1/Noxa peptide binding, 2 h | 1.5% of 220,000 active | AID 1022, 2008;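 active means compounds that cut the protein-peptide binding signal by more than 50% relative to plate controls in a single-dose test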;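 further: His-tagged Mcl-1 with rhodamine Noxa BH3 peptide and terbium anti-His antibody; 0% = Mcl-1 plus Noxa peptide wells and 100% = peptide-only wells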
* marks the source's active call; other numbers are inactive results; ? = inconclusive; · = not tested or not shown; [ ] = dose if it differs, or a comment. Unless noted, no stated cut-off is given here; in the data, active means inhibition above about 40%.

The line under a structure holds: Bim-Bcl-XL, RGS8-Gao reg, Mcl1-Bid inh, Bfl-1 Bim block, Bim-Mcl-1, Bcl-2 Bim block, Mcl1 Noxa PPI, Bcl-W Bim block, Bcl-B Bim block, RGS4-Gao reg, RGS7-Gao
Cc1ccc(C)n1-c1ccc2c(c1)COC2=O
    0.0, 99.2, -30.7, 0.0, -2.0, 0.0, 22.3, -3.0, -2.0, 96.5, 97.0
Cc1c(NS(=O)(=O)c2ccc3nc(COc4ccccc4Cl)[nH]c3c2)c(=O)n(-c2ccccc2)n1C
    -1.0, 99.0, -36.1, -5.0, 0.0, -3.0, 6.4, -2.0, 0.0, 97.1, ?
Cc1cc(C)cc(NC(=O)COC(=O)CCCNC(=O)c2ccc(Cl)cc2)c1
    -2.0, 101.5, -4.7, 9.0, -8.0, 2.0, 8.9, 0.0, 6.0, 98.6, 103.3
O=C(NC1=NCCS1)c1sc2cc(F)ccc2c1Cl
    34.0, 102.8, 45.8, 32.0, 24.0, 29.0, 5.2, 24.0, 23.0, 97.4, 97.1
Cc1ccc(S(=O)(=O)Nc2cnn(-c3ccccc3)c(=O)c2Cl)cc1
    0.0, 101.0, -0.7, -4.0, -3.0, -2.0, 14.1, -2.0, 1.0, 106.3, 106.0
Cn1c(-c2ccc[nH]c2=O)nc2cc(Cl)ccc21
    0.0, 99.6, 0.0, 0.0, 0.0, 2.0, -6.7, 1.0, 2.0, 98.4, 95.3
C=CCn1c(NCCc2ccccc2)nc2c1c(=O)n(C)c(=O)n2C
    0.0, 97.1, -14.2, -9.0, 0.0, -8.0, -2.2, 0.0, -9.0, 96.0, 100.3
COc1ccc(-n2nc3c(c2NC(=O)c2ccc(N4C(=O)CCC4=O)cc2)CSC3)cc1
    -7.0, 101.5, -10.1, -6.0, -5.0, -4.0, 16.1, -4.0, -6.0, 97.7, 94.8
COc1ccc(CNCc2cc3c(C(C)(C)C)nn(-c4ccccc4)c3[nH]c2=O)cc1
    -2.0, 105.3, -6.1, -3.0, -2.0, -3.0, 12.7, -2.0, 1.0, 103.0, 100.5
O=c1cc(N2CCCCCC2)[nH]c(=O)n1-c1ccc(Cl)cc1
    0.0, 98.6, -16.6, -4.0, 0.0, -1.0, 6.6, 1.0, -1.0, 98.3, 101.2
Cn1c(SCc2nc(-c3ccc(Cl)cc3)no2)nnc1-c1ccco1
    -2.0, 99.5, -17.7, -7.0, 0.0, -3.0, 6.5, -1.0, -2.0, 101.4, 101.8
COc1ccccc1N(CC(=O)N/N=C/c1ccc(SC)cc1)S(C)(=O)=O
    -2.0, 94.0, 1.3, -1.0, -2.0, 2.0, -9.3, -2.0, -5.0, 89.3, 88.4
Fc1ccc(-c2cc(C(F)(F)C(F)F)[nH]n2)cc1
    ·, 110.9, 7.9, ·, ·, ·, 7.7, ·, ·, 167.5*[activator], ?
COc1ccccc1C1C(C#N)=C(N)Oc2cc(C)n(Cc3ccccn3)c(=O)c21 (configuration not stated)
    0.0, 106.8, -79.2, 0.0, -2.0, 4.0, -2.0, 0.0, -1.0, 102.4, 107.0
O=[N+]([O-])c1ccc(N/N=C/c2ccccc2)c(F)c1
    -5.0, 101.2, 11.6, -11.0, -2.0, -8.0, 26.0, -3.0, -9.0, 101.3, 102.8
CC(C)N(C(=O)CSc1nnc(CSc2ncccn2)n1C)C(C)C
    1.0, 102.8, 5.5, 0.0, 0.0, -1.0, 6.2, 0.0, -3.0, 101.7, 101.4
CC1CC(=O)N(CC(=O)N2CCCC2)c2ccccc2S1 (configuration not stated)
    -5.0, 108.3, -8.2, -11.0, -3.0, -10.0, 19.2, 0.0, -7.0, 100.5, 100.5
CCOC(=O)c1cc2c(=O)n3ccccc3nc2n(CCCOC)c1=NC(C)=O
    0.0, 100.3, 15.2, -6.0, -3.0, -5.0, 26.5, 2.0, -4.0, 97.7, 95.4
Cc1ccc2nc(-c3cccc(Br)c3)cc(C(=O)Nn3cnnc3)c2c1
    -3.0, 102.3, -15.1, -3.0, 2.0, -1.0, 18.4, 0.0, -1.0, 106.8, ?
COC(=O)Cn1c2ccc(F)cc2c2nc(C)sc21
    -7.0, 92.0, -13.3, -10.0, -3.0, -10.0, -11.2, -2.0, -12.0, 87.5, 87.7

Full records as entered above.
COc1ccccc1N(CC(=O)N/N=C/c1ccc(SC)cc1)S(C)(=O)=O in the list: Bim-Bcl-XL = -2.0; RGS8-Gao reg = 94.0; Mcl1-Bid inh = 1.3; Bfl-1 Bim block = -1.0; Bim-Mcl-1 = -2.0; Bcl-2 Bim block = 2.0; Mcl1 Noxa PPI = -9.3; Bcl-W Bim block = -2.0; Bcl-B Bim block = -5.0; RGS4-Gao reg = 89.3; RGS7-Gao = 88.4
COc1ccc(CNCc2cc3c(C(C)(C)C)nn(-c4ccccc4)c3[nH]c2=O)cc1 in the list: Bim-Bcl-XL = -2.0; RGS8-Gao reg = 105.3; Mcl1-Bid inh = -6.1; Bfl-1 Bim block = -3.0; Bim-Mcl-1 = -2.0; Bcl-2 Bim block = -3.0; Mcl1 Noxa PPI = 12.7; Bcl-W Bim block = -2.0; Bcl-B Bim block = 1.0; RGS4-Gao reg = 103.0; RGS7-Gao = 100.5

Carrying on.
The line under a structure holds: Bim-Bcl-XL, RGS8-Gao reg, Mcl1-Bid inh, Bfl-1 Bim block, Bim-Mcl-1, Bcl-2 Bim block, Mcl1 Noxa PPI, Bcl-W Bim block, Bcl-B Bim block, RGS4-Gao reg, RGS7-Gao
Cc1cc2c(c(=O)o1)C(Cc1ccccc1)C(C#N)=C(N)O2 (configuration not stated)
    -2.0, 95.2, -24.1, -10.0, -1.0, -9.0, -2.6, 0.0, -10.0, 84.8, 101.8
Cc1ccc(O)c(C2=NOC(O)(C(F)(F)C(F)F)C2)c1 (configuration not stated)
    -7.0, 102.9, -14.7, -12.0, -6.0, -13.0, 10.0, 0.0, -13.0, 102.1, 122.5
CCOC(=O)c1sc(NC(=S)NC(=O)C2CC2)cc1C
    -10.0, 100.0, -12.9, -2.0, -8.0, -2.0, 2.4, -7.0, -6.0, 103.7, 99.9
Cc1ccc(NC(=O)CNC(=O)OCc2ccccc2)cc1C
    -4.0, 101.3, -3.1, -5.0, -1.0, -2.0, 2.8, -3.0, -2.0, 99.5, 98.8
CCN(CC)c1c2c(c(C#N)c3nc4ccccc4n13)CCC2
    -4.0, 98.7, -16.6, -2.0, -3.0, -4.0, -8.0, -4.0, -5.0, 91.0, 94.6
CCn1c(=O)c2c(nc3n2CCN3c2ccccc2)n(C)c1=O
    4.0, 104.9, -17.9, -2.0, 6.0, 2.0, 10.9, 3.0, 3.0, 106.1, 113.8
C#CCSc1nc2ccccc2n1C(=O)c1ccc(S(=O)(=O)N2CCCCC2)cc1
    -4.0, 102.8, -25.0, 0.0, -6.0, -6.0, 12.4, -4.0, -7.0, 102.6, 101.0
Cc1cccc(C)c1NC(=O)COC(=O)c1ccccc1Nc1ccccc1
    -3.0, 103.6, 1.3, -5.0, -5.0, -6.0, 10.1, -3.0, -6.0, 107.7, 107.1
COc1ccccc1N(CC(=O)Nc1ccccc1C(=O)NCC(C)C)S(C)(=O)=O
    -1.0, 90.9, 2.9, 0.0, -1.0, 0.0, 19.8, 0.0, 1.0, 95.8, 97.2
O=C(COc1ccccc1)NCc1ccc(-n2cccc2)cc1
    -2.0, 102.6, -21.9, -4.0, 2.0, 0.0, -6.3, 4.0, -3.0, 102.9, 108.2
Cc1cc([N+](=O)[O-])cc2c1NC(=O)C2(O)N1CCOCC1 (configuration not stated)
    -3.0, 93.7, -8.7, -4.0, -2.0, -2.0, -12.3, -5.0, -6.0, 73.5, 79.7
COC(=O)c1c(-c2cccs2)csc1NC(=O)c1cccnc1
    -5.0, 99.5, -8.7, -11.0, 1.0, -10.0, 14.1, 0.0, -8.0, 101.7, 98.9
COCCCC1CCN(Cc2cn[nH]c2-c2cc(OC)c(OC)c(OC)c2)CC1
    -3.0, 105.5, -37.8, -5.0, -1.0, -7.0, -2.5, -5.0, -5.0, 105.2, 107.0
O=C(CCl)Nc1ccc(Oc2cnc3ccccc3n2)cc1
    0.0, 100.0, -22.9, -2.0, 0.0, 0.0, 6.6, 1.0, 1.0, 100.0, 100.6
CCC(=O)Nc1ccc2c(c1)nc(CN1CCN(C(C)=O)CC1)n2C
    -1.0, 102.3, -19.6, -5.0, -1.0, -5.0, 1.5, 1.0, -2.0, 97.8, 96.9
O=C(Nc1nc2ccccc2s1)C1CC(=O)N(c2ccc(Cl)cc2)C1 (configuration not stated)
    1.0, 99.9, 8.2, -14.0, -3.0, -9.0, -2.9, -1.0, -7.0, 104.5, 105.4
Cc1ccc(-c2nnc(Nc3ccc(C(N)=O)cc3)c3ccccc23)cc1S(=O)(=O)NCC1CCCO1 (configuration not stated)
    -10.0, 100.0, 6.6, -11.0, -4.0, -8.0, 9.6, -6.0, -16.0, 101.9, 101.8
COc1cc(/C=C2/C(C)=C(C#N)c3nc(N)c(C#N)c(C)c32)ccc1OCC(=O)O
    5.0, 103.1, -69.2, 6.0, 4.0, 0.0, 18.4, 5.0, 5.0, 102.2, 97.2
O=S(=O)(NCc1cn2ccsc2n1)c1ccc2c(c1)OCCO2
    -3.0, 94.4, -17.2, -3.0, 0.0, -4.0, 14.1, 0.0, 1.0, 97.7, 98.1
O=C(CSc1nccc(=O)[nH]1)c1ccccc1Br
    -1.0, 105.4, 70.9*, -8.0, -2.0, -5.0, -9.0, 1.0, -7.0, 109.2, 110.0
CCOC(=O)c1cc(=O)c2ccc(OCC(=O)Nc3ccc(F)cc3)cc2o1
    ·, 98.5, 0.4, ·, ·, ·, 10.0, ·, ·, 98.2, ?
OCC1(CCc2ccccc2)CCN(Cc2ccc(OC(F)F)cc2)CC1
    -1.0, 102.8, -17.8, -3.0, 1.0, 0.0, 9.0, 2.0, 0.0, 96.9, 106.0
O=C(NCCCN1CCOCC1)/C(=C/c1ccc(F)cc1)NC(=O)c1ccccc1
    -1.0, 102.6, -25.5, -4.0, -2.0, 0.0, 4.3, -3.0, -1.0, 98.8, 101.0
CCn1cnc2scc(-c3ccc(C)c(C)c3)c2c1=O
    0.0, 102.2, -29.5, -4.0, -1.0, -3.0, 12.8, 0.0, 1.0, 101.2, 99.2
